# USP17 block – human USP17-like deubiquitinase inhibition; purified USP17, Ub-rhodamine cleavage fluorescence, 3 h; inhibition, % at 50 µM; 47,000 compounds, 6.5% hits; AID 1645855
# UCHL1 block – inhibitors of human UCHL1 deubiquitinase. P09936. purified UCHL1, Ub-rhodamine cleavage fluorescence. inhibition, % at 20 µM. 47,000 compounds, 0.2% hits. AID 1645859
# USP30 inh – blocks human USP30 ubiquitin-rhodamine cleavage | Q70CQ3 | purified USP30, Ub-rhodamine cleavage fluorescence | inhibition, % at 25 µM | 47,000 compounds, 5.3% hits | AID 1645860
# Target sequence (Q70CQ3 whole entry, looked up): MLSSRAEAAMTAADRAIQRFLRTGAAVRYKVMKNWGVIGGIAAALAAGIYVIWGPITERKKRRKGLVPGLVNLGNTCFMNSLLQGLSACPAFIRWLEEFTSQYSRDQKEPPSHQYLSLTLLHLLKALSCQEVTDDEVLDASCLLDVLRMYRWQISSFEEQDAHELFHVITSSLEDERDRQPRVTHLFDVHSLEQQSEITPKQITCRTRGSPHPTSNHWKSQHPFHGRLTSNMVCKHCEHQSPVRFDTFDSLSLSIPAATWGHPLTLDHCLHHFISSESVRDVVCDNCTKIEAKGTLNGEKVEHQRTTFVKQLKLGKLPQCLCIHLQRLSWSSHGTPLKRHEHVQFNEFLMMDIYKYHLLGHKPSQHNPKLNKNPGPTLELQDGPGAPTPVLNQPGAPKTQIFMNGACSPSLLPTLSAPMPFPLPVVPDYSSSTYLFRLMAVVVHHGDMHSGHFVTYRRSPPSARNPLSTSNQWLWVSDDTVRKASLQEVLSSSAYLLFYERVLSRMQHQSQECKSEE
# USP28 block – blocks human USP28 ubiquitin-rhodamine cleavage; Q96RU2; inhibition, % at 25 µM; purified USP28, Ub-rhodamine cleavage fluorescence, 30 min; 47,000 compounds, 3% hits
# USP8 inh – human USP8 deubiquitinase inhibition | 47,000 compounds, 4.2% hits | purified USP8, Ub-rhodamine cleavage fluorescence, 30 min | inhibition, % at 20 µM
# USP10 block – blocks human USP10 ubiquitin-rhodamine cleavage; inhibition, % at 20 µM; purified USP10, Ub-rhodamine fluorescence, 60 min; AID 1645856; 47,000 compounds, 1.1% hits
# OTUD3 block – inhibitors of human OTUD3 deubiquitinase | Q5T2D3 | purified OTUD3, Ub-rhodamine fluorescence, 2 h | inhibition, % at 25 µM | 47,000 compounds, 0.7% hits | AID 1645858
# Target sequence (Q5T2D3 whole entry, looked up): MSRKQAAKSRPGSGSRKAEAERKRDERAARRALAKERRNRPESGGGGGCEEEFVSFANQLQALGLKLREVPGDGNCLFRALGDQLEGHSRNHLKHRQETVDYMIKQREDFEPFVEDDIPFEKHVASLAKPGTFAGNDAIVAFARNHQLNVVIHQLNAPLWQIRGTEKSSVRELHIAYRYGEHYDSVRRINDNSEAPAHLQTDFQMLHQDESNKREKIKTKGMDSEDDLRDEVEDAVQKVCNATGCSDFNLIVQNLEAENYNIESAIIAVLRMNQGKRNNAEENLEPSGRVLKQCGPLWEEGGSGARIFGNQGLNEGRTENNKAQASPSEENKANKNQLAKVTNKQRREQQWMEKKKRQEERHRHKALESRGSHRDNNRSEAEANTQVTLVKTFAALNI
# USP7 inh – blocks human USP7 ubiquitin-rhodamine cleavage. Q93009. purified USP7, Ub-rhodamine cleavage fluorescence. inhibition, % at 20 µM. 47,000 compounds, 0.3% hits. AID 1645854
# Active calls of the source: *; i = inactive; . = no result given. Rule as the data show it: active = inhibition above about 30%; inactive = the rest.
SMILES,USP17 block,UCHL1 block,USP30 inh,USP28 block,USP8 inh,USP10 block,OTUD3 block,USP7 inh
O=C(Nc1cccc(Br)c1)Nc1cccc(-c2nnc(-c3ccccc3)o2)c1,20,-1,20,12,4,10,17,6
CCc1ccc(C(=O)N2CCCC3(CCCN3C)C2)cc1 (stereo not drawn),-26,0,-2,-10,-205,2,-6,0
COc1ccc(CNC(=O)CN(C(=O)CCC(=O)Nc2ccccn2)c2ccccc2F)cc1,-3,-1,7,0,0,0,-12,-12
O=C(NCCc1ccccc1)c1ccc2c(=O)n(Cc3ccco3)c(=O)n(Cc3cccc([N+](=O)[O-])c3)c2c1,54*,23,66*,73*,84*,73*,37*,13
CC(C)OC(=O)c1cc2c(ccn2C)n1CC(=O)N1CCN(C(=O)c2ccco2)CC1,-205,-31,i,-222,-91,-9,-242,-36
CCCCN(c1ccccc1)S(=O)(=O)c1cccc(C(=O)OCC(=O)NCc2ccc3c(c2)OCO3)c1,38*,7,47*,20,23,10,22,12
NC(=O)CN1Cc2ccccc2CN2C(=O)N(Cc3ccccc3)C(=O)C2C1 (stereo not drawn),.,1,24,7,21,-1,14,-6
O=C(NCc1cccnc1)c1nnn(-c2ccc(F)cc2)c1-c1ccncc1,-4,0,0,-10,-3,0,-4,1
CC(C)CCN1C(=O)c2cc3ccccc3n2CC1(C)C(=O)NCc1ccccc1 (stereo not drawn),-4,1,-53,-14,25,15,-13,1
COc1ccc(C(=O)Nc2ccc(C)c(S(=O)(=O)N3CCCCCC3)c2)cc1,-6,4,-9,1,-1,3,-2,7
O=C(C1CCCN(c2cnc3nccnc3c2)C1)N1CCCCCC1 (stereo not drawn),-93,-42,-428,-102,-83,-8,-107,-51
CC(C)[C@H](NC(=O)N1CCn2c1nc1ccccc12)C(=O)NC1CC1,5,0,16,4,8,3,3,2
Cc1ccc(S(=O)(=O)Nc2cccc(N3CCCS3(=O)=O)c2)c(C)c1,-4,0,-22,2,4,-3,-4,1
Cc1ccc(S(=O)(=O)N(Cc2nnc(-c3ccc([N+](=O)[O-])cc3)o2)c2ccccc2)cc1,6,-2,19,2,-19,5,2,3
O=C(c1cccnc1)N1CCC(c2nc3ccccc3cc2C(=O)N2CCCC2)CC1,2,0,12,10,10,1,1,-12

# Only USP30 inh and UCHL1 block, for two of the compounds above:
Molecule	USP30 inh	UCHL1 block
COc1ccc(CNC(=O)CN(C(=O)CCC(=O)Nc2ccccn2)c2ccccc2F)cc1	7	-1
O=C(NCCc1ccccc1)c1ccc2c(=O)n(Cc3ccco3)c(=O)n(Cc3cccc([N+](=O)[O-])c3)c2c1	66*	23

# Remaining list, next part
SMILES,USP17 block,UCHL1 block,USP30 inh,USP28 block,USP8 inh,USP10 block,OTUD3 block,USP7 inh
O=C(CN1CCN(C(c2ccccc2)c2ccccc2)CC1)N1CCN(c2ccccc2)CC1,1,5,-18,-2,0,-1,0,12
CC(C)c1cc(C2CCCN2S(=O)(=O)c2ccc3c(c2)OCCO3)no1 (stereo not drawn),10,1,10,26,10,0,10,0
CCN1C(=O)Cc2ccccc2C1C(=O)NCc1ccc(Cl)cc1 (stereo not drawn),8,1,-56,7,23,-1,11,-36
CN(C)Cc1c(O)ccc2c(=O)c(-c3ccccc3Cl)coc12,0,-1,-14,0,-9,-3,-6,-2
CCN(CC(=O)Nc1cc(C)on1)c1cccc2ccccc12,88*,1,27,23,90*,5,12,0
O=C(Cn1nc(-c2ccco2)ccc1=O)Nc1cccc(Br)c1,37*,4,29,12,1,4,13,0
Cn1cc(C2CCCN2C(=O)Cc2csc(C(C)(C)C)n2)cn1 (stereo not drawn),-5,-2,-22,-10,-5,-1,-3,2
Cc1cccc(NC(=O)CCc2nc3sc4c(c3c(=O)[nH]2)CCCCC4)c1,-58,-6,-175,-30,6,-2,-33,-6
Cc1nc2c(C)cccn2c(=O)c1Cc1nnc(SCC(=O)NC(C)C)n1C,16,0,23,13,20,-1,9,5
COc1cccc(/C=C/c2nc(C#N)c(N3CCN(C(=O)c4ccc(F)cc4)CC3)o2)c1,-10,-3,5,-8,0,7,-5,-2
Cc1ccc(Cn2c(C)c(CNCCC3=CCCCC3)c(C(=O)O)c2C)cc1,8,0,-2,5,12,-2,2,-22
Cn1nc(CN2CCCCC2)c2c1CN(C(=O)Nc1cccc(F)c1)C2,-4,0,6,5,-6,1,4,3
Cc1ccc(F)c2c(=O)c3c([nH]c12)CCN(CC(=O)Nc1cccc(C#N)c1)C3,22,-165,-178,-19,2,-2,-43,-149
CCOC(=O)c1cc2c(ccn2-c2ccc(F)cc2)n1Cc1ncc(C)c(OC)c1C,-32,-4,-37,-11,3,-4,-3,1
CNC(=O)c1cc2nc(N(C)C)n(-c3ccc(F)cc3)c2s1,71*,5,-3,46*,89*,-5,3,-5

# Entries of single compounds as entered above.
# Results for NC(=O)CN1Cc2ccccc2CN2C(=O)N(Cc3ccccc3)C(=O)C2C1 (stereo not drawn) = USP17 block: .; UCHL1 block: 1; USP30 inh: 24; USP28 block: 7; USP8 inh: 21; USP10 block: -1; OTUD3 block: 14; USP7 inh: -6
# Results for Cn1nc(CN2CCCCC2)c2c1CN(C(=O)Nc1cccc(F)c1)C2 = USP17 block: -4; UCHL1 block: 0; USP30 inh: 6; USP28 block: 5; USP8 inh: -6; USP10 block: 1; OTUD3 block: 4; USP7 inh: 3

# The listing picks up, starting 2 compounds before the break.
SMILES,USP17 block,UCHL1 block,USP30 inh,USP28 block,USP8 inh,USP10 block,OTUD3 block,USP7 inh
CCOC(=O)c1cc2c(ccn2-c2ccc(F)cc2)n1Cc1ncc(C)c(OC)c1C,-32,-4,-37,-11,3,-4,-3,1
CNC(=O)c1cc2nc(N(C)C)n(-c3ccc(F)cc3)c2s1,71*,5,-3,46*,89*,-5,3,-5
CCN1CCn2c(-c3cnn(C)c3)cnc2C12CCN(C(=O)c1ccc(OC)cc1)CC2,-13,-3,-16,-9,-37,-1,0,0
Cc1cc(NCC(=O)Nc2cccc(F)c2)n2nc(-c3cccnc3)nc2n1,-5,-10,-11,-5,-11,-6,-9,-2
COc1ccc(C(=O)NC2(Cc3ccccc3)N=C3C(C)=CC=CN3C2=O)cc1 (stereo not drawn),19,2,9,12,21,2,16,3
CCN1CCN(c2ncc(-c3cc(=O)[nH]c(Nc4nc(C)c5ccc(C)cc5n4)n3)c(C)n2)CC1,8,-1,14,2,20,2,15,4
Cc1noc(C)c1CNc1ccc(Cl)cc1,7,2,5,12,39*,6,3,-11
Cc1ccc(C(=O)Nc2ccc3nccnc3c2)cc1,6,0,29,59*,-1,0,6,2
CC(C)C[C@H](NC(=O)C1(c2ccccc2)CCN(C(=O)[C@@H]2Cc3ccccc3CN2)CC1)C(=O)O,5,-3,-13,-12,-10,-2,-9,-7
COc1ccc(CCN2C[C@@]34CN(C(=O)c5cc(C)on5)C[C@@H](C[C@@H]3S2(=O)=O)O4)cc1,14,0,4,12,13,-1,10,3
O=S(=O)(NC(c1ccccc1)c1ccccc1)c1ccc(-n2cnnn2)cc1,44*,2,49*,18,1,3,11,-3
CCCc1cc(Nc2ccc(C(=O)N3CCOCC3)cc2)n2nc(-c3cccnc3)nc2n1,-10,-3,-4,-4,-2,-1,-6,-1
CN(C(=O)CC(C#N)(CC(=O)N(C)c1ccccc1)C(=O)Nc1ccc(F)cc1)c1ccccc1,-24,-1,-2,-4,-11,-5,-11,-6
CCOc1ccccc1NC(=O)CN1C(=O)C2CCCC2=Nc2ccccc21 (stereo not drawn),8,2,-2,2,19,16,0,9
CCc1cnc(N2CC[C@@H]3CN(CC)S(=O)(=O)[C@@H]3CC2)nc1,3,2,6,-2,0,3,0,3
COc1ccc(NC(=O)c2ccco2)cc1NC(=O)COc1ccc(Cl)cc1Cl,-2,5,-5,0,43*,1,-2,13
CC1NC(=O)[C@H]2C[C@H](C(=O)Nc3cc(Cl)cc(Cl)c3)[C@@H]1N2C (stereo partly drawn),-9,-1,-15,-21,-1,0,-7,-3
O=c1cc(CN2CCCC2)nc(-c2ccccc2)[nH]1,-47,-26,-318,-70,-21,-7,-75,-19
O=C(Nc1noc2ccccc12)c1ccco1,10,1,9,17,47*,0,6,-1
Cc1cccc(C)c1NC(=O)CN1C(=O)CSc2ncccc21,-14,-3,-26,-8,-15,0,-16,0
CC(C)(C)c1ccc(Cn2nnc3c(=O)[nH]c(C4CCN(S(=O)(=O)c5ccc(S(=O)(=O)NC6CC6)cc5)CC4)nc32)cc1,64*,10,10,32*,33*,29,11,14
COc1cc(S(=O)(=O)N2CCC(C(N)=O)(N3CCCCC3)CC2)ccc1-n1cnnn1,2,0,13,0,18,-2,1,3
Cn1c(CNC(c2ccccc2)c2ccccc2)nc2ccccc21,4,0,4,0,0,4,4,1
O=C(/C=C/c1c(F)cccc1Cl)NCc1ccccn1,-21,-7,-64,-10,-12,-6,-5,1
Cc1cc(N2C(=O)c3oc4ccc(F)cc4c(=O)c3C2c2cccc(OCc3ccccc3)c2)no1 (stereo not drawn),0,0,11,1,-4,2,0,1
COc1ccc(C(=O)N2CCN(C3CCN(Cc4c(C)noc4C)CC3)C(=O)C2)cc1,-12,-5,-18,-8,-3,-5,-11,5
CCc1ccc(CNC(=O)C(CC)N2C(=O)CCn3nc(C)cc32)cc1 (stereo not drawn),7,0,14,10,5,1,6,1
O=C(Nc1ccccc1C(=O)N1CCCC1)c1ccc(-c2ccccc2)cc1,-30,-24,-346,-84,2,-3,-61,-26
CCCSc1nc(SCC(=O)Nc2ccccc2)c2c3c(sc2n1)COC(C)(C)C3,-10,0,-25,0,-4,-3,6,.
O=C(O)c1cc(=O)[nH]c2ccc(S(=O)(=O)N3CCOCC3)cc12,-15,0,4,-5,0,1,14,3
NC(=O)C1CN(C(=O)c2n[nH]c3c2CCCC3)CCN1Cc1ccccc1 (stereo not drawn),-2,3,13,3,-33,4,9,4
Cc1ccc(NC(=O)CN2CCC(O)CC2)cc1S(N)(=O)=O,0,-2,.,.,-2,0,1,2
O=C(CSc1nc2ccccc2[nH]1)N1CCN(c2ccc(F)cc2)CC1,-7,9,-47,29,9,3,18,0
COc1ccc(CNC(=O)C2Cn3ccnc3C3(CCN(C(=O)C4CC4)CC3)O2)cc1 (stereo not drawn),-3,1,1,0,-77,0,3,3
CCc1cccc(CC)c1NS(=O)(=O)c1ccc2c(c1)C(C)(C)C(=O)N2C,7,4,16,8,9,1,0,2
COc1ccc(CNC(=O)C2Cc3ccccc3CN2C(=O)c2ccco2)cc1 (stereo not drawn),4,-5,-42,-22,-6,-2,-13,-9
COc1ccc(S(=O)(=O)N(CC(=O)N2CCc3ccccc3C2)Cc2ccccc2)cc1,13,3,17,18,21,13,11,9
CC(=O)N1CCC2(CC1)N=C(c1ccccc1O)CC(c1ccccc1)N2 (stereo not drawn),-16,-2,-159,-7,-9,-6,-14,-38
CC1(C(=O)NC2CCCCC2)Cc2ccccc2C(=O)N1Cc1cccnc1 (stereo not drawn),-3,0,-3,-2,-8,1,-5,-4
CC(=O)Oc1cn(C(C)c2ccccc2)c2nc(C)n3c4ccccc4nc3c12 (stereo not drawn),-45,-16,-169,-43,-24,-11,-43,-17
CS(=O)(=O)Nc1cccc(CNC(=O)c2nc(-c3ccccc3)n(-c3ccccc3)n2)c1,13,-1,10,-2,38*,1,-12,-2
CC(NC(=O)COc1ccccc1)c1nc(-c2ccc(Cl)cc2)no1 (stereo not drawn),13,5,2,6,6,6,13,-11
CNc1nc(C2CCCN(C(C)=O)C2)nc2c1CCN(S(=O)(=O)c1ccccc1)C2 (stereo not drawn),-26,-3,-33,-19,-15,-5,-14,-2
COc1cccc(N2CCN(C(=O)CCc3nc4c(C)nn(-c5ccccc5)c4n(C)c3=O)CC2)c1,25,0,-24,-11,-21,-2,-11,-4
O=C(COc1ccccc1-c1nnc(-c2ccccc2)o1)NCc1ccccc1Cl,-6,0,-3,-2,-47,1,0,3
COCCNC(=O)C1CCCN(S(=O)(=O)N(C)C2CCCCC2)C1 (stereo not drawn),-2,-1,-3,-5,0,0,-2,-3
Cc1nccc(C(=O)N2C[C@@H]3OCC(=O)N(CCc4ccccc4)[C@H]3C2)n1,1,-2,-2,0,3,-1,3,2
CCc1c(-c2noc(-c3ccc[nH]3)n2)nnn1-c1ccccc1,-1,4,-3,11,6,9,-3,-53
C=C1C=C(NCCCN2CCOCC2)n2nc3nc(C)cc(C)c3c2N1,1,0,3,5,14,3,7,4
COC1=C2C[C@@H](C)C[C@H](OC)[C@H](O)[C@@H](C)/C=C(\C)[C@H](OC(N)=O)[C@@H](OC)/C=C\C=C(/C)C(=O)NC(=CC1=O)C2=O,-2,-1,-5,6,-4,-7,0,-6
Cc1ccc(C(=O)N2CCc3cnn(C)c3C2COCC2CC2)cn1 (stereo not drawn),-15,-4,-29,-9,-81,-3,-9,0

# Screening results: PubChem, Dana-Farber Cancer Institute and Novartis Institutes for BioMedical Research (Cambridge, Mass)
